A3A deaminase – inhibitors of human APOBEC3A DNA deaminase; P31941; recombinant A3A, FAM/TAMRA ssDNA deamination fluorescence; inhibition, % at 20 µM; 0.41% of 330,000 active; AID 493011;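 active = at least 40% inhibition at 20 µM here, with at most 30% in a related deaminase screen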;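 also: plate controls were A3A with DMSO for no effect and wells lacking A3A enzyme for full effect; some results filed as inactive read as strong as hits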
Target sequence (P31941 whole entry, looked up): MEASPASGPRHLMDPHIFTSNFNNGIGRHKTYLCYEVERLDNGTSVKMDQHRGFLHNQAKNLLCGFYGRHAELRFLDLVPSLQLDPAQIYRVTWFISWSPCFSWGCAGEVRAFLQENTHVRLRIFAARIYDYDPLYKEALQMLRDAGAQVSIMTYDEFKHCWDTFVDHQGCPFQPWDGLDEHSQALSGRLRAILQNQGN
mIAP act – mouse IAP activation. muIAP, CDP-Star luminescence, 30 min; active compounds read high; 1 = vehicle-only enzyme signal, 0 = enzyme-free wells. activation factor at 10 µM. 0.24% of 330,000 active. AID 2805;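 active = activation factor of at least 2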; also: the source names both 10 and 20 µM as test concentration; values of inactives mirror those of a sister screen read the other way
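also added = chemiluminescent substrate CDP-Star | test system = mouse IAP enzyme | signal = chemiluminescence readout | compound = DMSO-dissolved test compounds | incubation = 30 min at room temperature | benchmarks = DMSO wells, no-enzyme wells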
hIAP block – human IAP inhibition; P09923; purified IAP, CDP-Star luminescence, 30 min; inhibition, % at 10 µM; 0.12% of 330,000 active;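 active = inhibition reaching a set limit with compound at 10 µM in the primary screen, cut at about 35% in these data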;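 also: plate controls were DMSO wells with enzyme for no effect and no-enzyme buffer wells for full effect; values of inactives mirror those of a sister screen read the other way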
hIAP act – increases human intestinal alkaline phosphatase activity | P09923 | purified human IAP, CDP-Star luminescence, 30 min; active compounds read high; 1 = vehicle-only enzyme, 0 = enzyme-free background | activation factor at 10 µM | 0.16% of 330,000 active | AID 2524;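 active = activation factor of the enzyme at least 2-fold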; also: the source names both 10 and 20 µM as test concentration; values of inactives mirror those of a sister screen read the other way
PfGluPho inh – PfG6PD (Plasmodium falciparum) enzyme inhibition; PfGluPho enzyme, NADPH resazurin-diaphorase fluorescence; inhibition, % at 20 µM; 0.78% of 350,000 active; AID 504690;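 active = inhibition reaching at least a set limit at 20 µM in the primary screen, cut at about 59% in these data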;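 also: 0% = DMSO wells with substrate and 100% = DMSO wells lacking glucose-6-phosphate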
mIAP inh – mouse IAP inhibition; 0.2% of 330,000 active; AID 2806; purified mouse IAP, CDP-Star luminescence, 30 min; inhibition, % at 10 µM;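 active = inhibition of at least 40% at 10 µM in the primary screen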;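 also: plate controls were DMSO with enzyme for no effect and no enzyme wells for full effect; values of inactives mirror those of a sister screen read the other way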
ATG4B inh – inhibitors of human ATG4B cysteine protease; AID 504462; ATG4B cleavage of LC3-PLA2, NBD-HPC fluorescence, 1 h; Q9Y4P1; inhibition, % at 8.33 µM; 0.51% of 340,000 active; in the data active = inhibition above about 40%
HKDC1 inh – HKDC1 (human) hexokinase inhibition; Q2TB90; recombinant HKDC1, G6PDH/diaphorase resazurin coupled fluorescence; inhibition, % at 20 µM; 0.16% of 340,000 active; AID 493160;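 active = inhibition above about 35% when tested at 20 µM, limit read from the data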;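 also: plate controls were DMSO wells with enzyme for no effect and DMSO wells lacking enzyme for full effect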
Target sequence (Q2TB90 whole entry, looked up): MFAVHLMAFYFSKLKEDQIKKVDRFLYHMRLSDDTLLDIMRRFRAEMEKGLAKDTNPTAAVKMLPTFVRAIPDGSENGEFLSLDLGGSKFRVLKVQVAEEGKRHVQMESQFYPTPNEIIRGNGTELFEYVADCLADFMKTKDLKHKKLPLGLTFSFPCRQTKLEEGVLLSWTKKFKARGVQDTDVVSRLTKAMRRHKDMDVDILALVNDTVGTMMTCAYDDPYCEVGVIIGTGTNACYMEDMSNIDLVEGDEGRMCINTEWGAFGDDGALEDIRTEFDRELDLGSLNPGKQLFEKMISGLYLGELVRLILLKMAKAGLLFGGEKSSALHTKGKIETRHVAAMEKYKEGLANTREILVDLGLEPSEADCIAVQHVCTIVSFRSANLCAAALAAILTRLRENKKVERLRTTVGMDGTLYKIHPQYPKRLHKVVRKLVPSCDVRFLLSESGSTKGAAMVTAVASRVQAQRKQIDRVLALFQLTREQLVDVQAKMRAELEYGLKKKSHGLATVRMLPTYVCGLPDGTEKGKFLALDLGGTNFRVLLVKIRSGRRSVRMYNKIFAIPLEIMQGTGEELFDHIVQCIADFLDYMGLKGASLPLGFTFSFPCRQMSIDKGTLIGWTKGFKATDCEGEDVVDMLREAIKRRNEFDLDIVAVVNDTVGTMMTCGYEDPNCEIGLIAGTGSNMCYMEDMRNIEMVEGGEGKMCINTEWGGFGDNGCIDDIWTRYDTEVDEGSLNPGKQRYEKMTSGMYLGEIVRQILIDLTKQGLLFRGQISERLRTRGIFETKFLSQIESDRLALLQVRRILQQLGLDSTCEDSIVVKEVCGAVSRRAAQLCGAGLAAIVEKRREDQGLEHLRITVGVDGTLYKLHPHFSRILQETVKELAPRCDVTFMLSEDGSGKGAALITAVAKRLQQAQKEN
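Test system: recombinant HKDC1 (HK5) hexokinase enzyme, produced in-house; Amount: enzyme 5 µg/mL final; Buffer or medium: Tris pH 8.0 buffer with MgCl2, Tween-20, BSA, BME; Reagent: glucose and ATP substrates; Doses: 20 µM test compound, 1% DMSO; Incubation: 90 min reaction incubation at room temperature, dark; Detection: resorufin fluorescence at 613 nm.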
* hit, by the source's call; / = no result given. Hits appear at their usual frequency. Share with any hit: about 2.4%.

Values run as follows: A3A deaminase | mIAP act | hIAP block | hIAP act | PfGluPho inh | mIAP inh | ATG4B inh | HKDC1 inh
> CC(C)(C)OC(=O)C[C@@H]1C/C=C\C[C@H](CC(=O)NCCO)C(=O)N[C@@H](c2ccccc2)COC1=O
→ 2 | 0.96 | 2 | 0.98 | -9 | 4 | 2 | -6
> COc1ccc(C(=O)NNC(=O)CSc2nnc(COc3ccc4ccccc4c3)n2C)cc1
→ 2 | 1 | -1 | 1 | -5 | -2 | 16 | 2
> O=C(NCc1cccnc1)c1ccc(NS(=O)(=O)c2cccc([N+](=O)[O-])c2)cc1
→ 3 | 1 | -10 | 1.1 | -22 | -2 | 4 | -4
> CC1CCCCC12NC(=O)N(CC(=O)NCc1ccc3c(c1)OCO3)C2=O (stereo not given)
→ -1 | 0.98 | -3 | 1 | -4 | 2 | -7 | -7
> COc1cccc2sc(N3CCN(C(=O)c4ccco4)CC3)nc12
→ -3 | 0.94 | 1 | 0.99 | -5 | 6 | 3 | -5
> CCOC(=O)c1c(C)oc2ccc(OCC(=O)C(C)(C)C)cc12
→ -2 | 1 | -1 | 1 | -8 | -1 | -6 | 8
> COc1ccccc1/C=C/C=N/NC(=O)CCC1C(=O)NN=C1C (stereo not given)
→ 1 | 0.93 | 2 | 0.98 | 2 | 7 | -9 | -8
> O=C(N/C(=C/c1cccnc1)C(=O)N1CCOCC1)c1ccccc1Br
→ -3 | 0.93 | 8 | 0.92 | 3 | 7 | -10 | -15
> O=C(CNc1cccc(Cl)c1)c1ccc(Br)cc1
→ -4 | 0.84 | -11 | 1.1 | -9 | 16 | -2 | 3
> Nc1cccc2c1C(=O)N(C(=O)/C=C/c1cccc(F)c1)C2=O
→ 4 | 0.94 | 2 | 0.98 | 44 | 6 | 6 | 18
> Cc1cnc(C(=O)Nc2ccccc2-c2nnn(CC(=O)NC3CCCC3)n2)cn1
→ 4 | 0.98 | 14 | 0.86 | -5 | 2 | 5 | -2
> C[C@H](O)[C@@]1(O)CC[C@H]2[C@@H]3CC[C@@H]4C[C@H](O)CC[C@]4(C)[C@H]3CC[C@@]21C
→ -1 | 0.96 | -8 | 1.1 | -19 | 4 | -29 | -4
> Cc1ccc(C)c(N2CN(Cc3ccco3)CNC2=S)c1
→ 3 | 1.1 | -5 | 1 | -11 | -7 | -11 | 6
> O=C(CNC(=O)c1cccc(Br)c1)N/N=C/c1cc(Br)cc(Br)c1O
→ -1 | 0.69 | -82 | 1.8 | -38 | 31 | 10 | -17
> O=C(NC12CC3CC(CC(C3)C1)C2)c1c(Cl)cccc1Cl
→ -4 | 0.93 | 16 | 0.84 | -5 | 7 | -2 | -7
> COc1ccc(Cc2nnc(NC(=O)c3cccs3)s2)cc1OC
→ 1 | 0.91 | 13 | 0.87 | -5 | 9 | -2 | -4
> COc1ccc(NC(=O)CN(C)C(=O)c2cnc(Cl)c(Cl)c2)cc1
→ 11 | 1.1 | -5 | 1 | 0 | -8 | -9 | -3
> COCCNC(=O)CN(C)S(=O)(=O)c1ccc2c(c1)OCCO2
→ -3 | 1.1 | -15 | 1.2 | -1 | -5 | -7 | -5
> CC(=O)SCCC(=O)Nc1ccccc1
→ 8 | 0.96 | 5 | 0.95 | 11 | 4 | 1 | 15
> CCNc1nc(N2CCCC2)nc(N2CCCC2)n1
→ 0 | 0.99 | -26 | 1.3 | -12 | 1 | -9 | -8

Compound profiles (already shown). Order of values: A3A deaminase	mIAP act	hIAP block	hIAP act	PfGluPho inh	mIAP inh	ATG4B inh	HKDC1 inh
Record of `O=C(NCc1cccnc1)c1ccc(NS(=O)(=O)c2cccc([N+](=O)[O-])c2)cc1` : 3	1	-10	1.1	-22	-2	4	-4
Record of `C[C@H](O)[C@@]1(O)CC[C@H]2[C@@H]3CC[C@@H]4C[C@H](O)CC[C@]4(C)[C@H]3CC[C@@]21C` : -1	0.96	-8	1.1	-19	4	-29	-4

Going on with the list.
Values run as follows: A3A deaminase | mIAP act | hIAP block | hIAP act | PfGluPho inh | mIAP inh | ATG4B inh | HKDC1 inh
> Cn1c(=N)n(CC(=O)C(C)(C)C)c2ccccc21
→ -4 | 0.96 | 1 | 0.99 | -17 | 4 | 8 | 2
> OCCC1CN(Cc2cccn2-c2nccs2)CCN1C1CCCCC1 (stereo not given)
→ -4 | 0.95 | -6 | 1.1 | 7 | 5 | -3 | -10
> Cc1ccccc1OCC(=O)NCC(c1cccs1)N1CCOCC1 (stereo not given)
→ -3 | 0.96 | -9 | 1.1 | -2 | 4 | -4 | -4
> O=C(COCC(=O)Nc1cccc(C(F)(F)F)c1)Nc1cccc(C(F)(F)F)c1
→ 3 | 1 | 2 | 0.97 | 33 | -3 | -8 | -2
> O=C(Nc1ccc(N2CCOCC2)cc1)c1ccc(Cl)nc1
→ 2 | 1.1 | 3 | 0.97 | -18 | -5 | 0 | -10
> CCCCC(O)(c1ccccc1)C(CN1CCOCC1)c1ccccc1 (stereo not given)
→ 0 | 1 | -9 | 1.1 | 9 | 0 | -5 | -3
> Cc1cc(C)c2c(N)c(C(=O)Nc3ccccc3Cl)sc2n1
→ 3 | 1.2 | 16 | 0.84 | -14 | -16 | 6 | -3
> CC1CCCC(C)N1C(=O)COC(=O)CCC1CCCC1 (stereo not given)
→ 0 | 1 | -5 | 1 | -8 | -1 | -7 | 3
> CCSc1nnc(NC(=O)c2csc(C)c2)s1
→ -1 | 0.94 | -1 | 1 | 52 | 6 | -2 | -8
> Nc1nc(N)c2[nH]c(-c3ccccc3)nc2n1
→ -2 | 0.92 | 12 | 0.88 | 12 | 8 | -2 | 1
> O=C(CCNC(=O)c1ccc(Cl)cc1)NCc1cccc(C(F)(F)F)c1
→ 0 | 1.2 | -16 | 1.2 | 8 | -17 | 8 | -6
> O=C(CN1CCOCC1)Nc1nc(-c2ccccc2)cs1
→ -1 | 0.98 | -17 | 1.2 | 3 | 2 | 3 | 0
> Cc1cc(OCC(=O)Nc2ccc(N3CCN(C(=O)c4ccco4)CC3)cc2)cc(C)c1Cl
→ -2 | 1.1 | -1 | 1 | -4 | -10 | 12 | -8
> CN(CC(=O)NCCC1=CCCCC1)S(=O)(=O)c1ccc2c(c1)CCC(=O)N2
→ -4 | 0.98 | 20 | 0.81 | -3 | 2 | 2 | -3
> CC1CCc2cc(F)ccc2N1C(=O)C12CCC(C)(C(=O)O1)C2(C)C (stereo not given)
→ -1 | 0.98 | 0 | 1 | -8 | 2 | 1 | -9
> CC(=O)c1c(C)[nH]c(-c2ccccc2)nc1=S
→ 0 | 0.96 | -8 | 1.1 | 20 | 4 | 1 | -1
> CC1(C2(O)CC(c3ccccc3)ON2)CCCCC1 (stereo not given)
→ 1 | 0.93 | 8 | 0.92 | / | 7 | / | /
> Cc1cc(Cl)c(S(=O)(=O)N(C)C)cc1OCC(N)=O
→ 2 | 0.92 | -3 | 1 | 12 | 8 | 2 | -2
> Cc1cc(C=O)c(C)n1-c1cc(C(=O)O)cc(C(=O)O)c1
→ 64* | 1.2 | 4 | 0.96 | 4 | -15 | -9 | -10
> O=C1c2ccccc2S(=O)(=O)N1CC(O)COc1ccc(Cl)cc1 (stereo not given)
→ 0 | 1 | 0 | 1 | -6 | 0 | -13 | 0
> Cc1ccc(C(=O)Nc2ccc3c(c2)OCCO3)cc1
→ -4 | 1 | -4 | 1 | 30 | -1 | -4 | -8
> CC(C)CCN1C(=O)CCC1(C)C(=O)NC1CCCCCCC1 (stereo not given)
→ 0 | 0.99 | 8 | 0.92 | 2 | 0 | 3 | 9
> COc1ccc(OC)c(S(=O)(=O)N/N=C(/C)c2c[nH]c3ccccc23)c1
→ -1 | 1 | -20 | 1.2 | -6 | -4 | -14 | -1
> C/C(=N/NS(=O)(=O)c1ccc(Br)cc1)c1ccc(C)o1
→ -1 | 1 | -16 | 1.2 | -7 | -3 | -2 | -8
> Cc1ccc(NC(=O)COc2ncnc3c(Cl)cc(Cl)cc23)cc1[N+](=O)[O-]
→ -1 | 0.99 | 1 | 0.99 | -13 | 1 | -2 | 4
> Cc1csc(NC(=O)c2cc(C)oc2C)n1
→ -1 | 0.98 | -24 | 1.2 | 13 | 2 | 1 | -3
> CN(c1ccc(OCC(=O)N2CCN(c3ccc(F)cc3)CC2)cc1)S(=O)(=O)c1cccs1
→ -2 | 0.98 | 0 | 1 | 18 | 2 | -5 | -5
> COc1ccc(NC(=O)CN2CCC(C(N)=O)(N3CCCCC3)CC2)c(OC)c1
→ 0 | 1 | -4 | 1 | -1 | 0 | -9 | -2
> Cc1ccc([C@@H]2[C@@H]3C(=O)N(c4ccccc4)C(=O)[C@@H]3[C@]3(C)C(=O)N(Cc4ccccn4)CC(=O)N23)o1
→ -2 | 0.95 | -1 | 1 | -5 | 5 | 12 | -6
> O=C1CN(S(=O)(=O)c2ccccc2)c2ccccc2N1
→ -3 | 0.91 | -2 | 1 | -3 | 9 | -5 | -4
> COc1ccc(/C=N/NC(=O)c2cc(C)n(-c3ccccc3)c2C)cc1OC
→ -3 | 1.9 | 11 | 0.89 | -12 | -89 | -4 | 8
> CCOC(=O)N1CCN(S(=O)(=O)c2ccc(F)c(C(=O)Nc3ccc(C)c(Cl)c3)c2)CC1
→ 6 | 1 | 6 | 0.94 | 32 | -4 | -15 | -5
> Cc1cccc(N(C(=O)c2snc(C(N)=O)c2N)C(C(=O)NC2CCCC2)c2ccncc2)c1 (stereo not given)
→ -4 | 0.97 | -4 | 1 | -5 | 3 | -2 | -2
> Cc1ccc(C(C)C)c(Oc2cnccn2)c1
→ -4 | 0.99 | -6 | 1.1 | -5 | 1 | 8 | 0
> CC(NC(=O)c1cccc(F)c1)C(c1cccs1)N1CCN(C)CC1 (stereo not given)
→ 2 | 0.98 | -10 | 1.1 | -5 | 2 | 7 | -8
> CCCc1ccc2oc(C(=O)N(C)CCn3ccnc3C)c(C)c2c1
→ -3 | 1 | -14 | 1.1 | -6 | -5 | 20 | -2
> CC(=O)c1c(C)nc2ccccc2c1N
→ -1 | 1.1 | -6 | 1.1 | -15 | -5 | 7 | -7
> CCOc1ccccc1CNCCNC(=O)c1nonc1N
→ 3 | 0.97 | 4 | 0.96 | -1 | 3 | 0 | -8
> COc1cc(C(c2c(C)[nH][nH]c2=O)c2c(C)[nH][nH]c2=O)cc([N+](=O)[O-])c1O
→ -2 | 0.76 | 14 | 0.86 | 27 | 24 | -4 | -3
> C=C(C)/C=N/NC(=S)Nc1ccc(S(=O)(=O)N2CCOCC2)cc1
→ 5 | 0.99 | -2 | 1 | -2 | 1 | 0 | -2
> COCC1CCCN(C(=O)c2ccc3oc(C(C)C)nc3c2)C1 (stereo not given)
→ 1 | 0.94 | -1 | 1 | -4 | 6 | 23 | -6
> Cc1c(Cl)cccc1NC(=O)CN1CCN(CCO)CC1
→ -3 | 1 | -32 | 1.3 | -15 | -2 | 7 | 1
> O=C(Nc1ccc(-n2cccc2)cc1)C1CC1
→ -7 | 1 | -7 | 1.1 | 4 | -1 | -1 | -7
> CCN(CC)S(=O)(=O)c1ccc(C(=O)OCn2nnc3ccccc3c2=O)cc1
→ -1 | 1.2 | 2 | 0.98 | 6 | -15 | -2 | -1
> COc1cc(C(=O)NC(=S)Nc2nccs2)cc(OC)c1OC
→ 0 | 1.1 | 2 | 0.98 | -4 | -7 | 4 | -4

An excerpt from above, showing only hIAP act, mIAP act and HKDC1 inh:
SMILES,hIAP act,mIAP act,HKDC1 inh
O=C(Nc1ccc(-n2cccc2)cc1)C1CC1,1.1,1,-7
CCN(CC)S(=O)(=O)c1ccc(C(=O)OCn2nnc3ccccc3c2=O)cc1,0.98,1.2,-1
